# Mtb BioA inh: inhibitors of Mycobacterium tuberculosis BioA enzyme; purified M. tuberculosis BioA enzyme, plate reader; 360,000 tested, 0.096% active; AID 602481; inhibition, % at 9.99 µM; in the data active = inhibition above about 40%; inconclusive = no clear call, values can overlap the other calls
# UGM FP inh: blocks M. tuberculosis UGM enzyme; AID 504406; inhibition, % at 10 µM; 320,000 tested, 0.06% active; purified UGM, fluorescence polarization probe displacement; P9WIQ1; in the data active = inhibition above about 10%, passing the limit was not always enough; inconclusive = no clear call, values can overlap the other calls
# Anthrax LF prot: blocks Bacillus anthracis lethal factor protease; 360,000 tested, 0.12% active; P15917; inhibition, % at 10 µM; multiplex microsphere protease cleavage assay, LF; note: plate controls were buffer without enzyme for full effect and enzyme alone for no effect
# Target sequence (P15917 whole entry, looked up): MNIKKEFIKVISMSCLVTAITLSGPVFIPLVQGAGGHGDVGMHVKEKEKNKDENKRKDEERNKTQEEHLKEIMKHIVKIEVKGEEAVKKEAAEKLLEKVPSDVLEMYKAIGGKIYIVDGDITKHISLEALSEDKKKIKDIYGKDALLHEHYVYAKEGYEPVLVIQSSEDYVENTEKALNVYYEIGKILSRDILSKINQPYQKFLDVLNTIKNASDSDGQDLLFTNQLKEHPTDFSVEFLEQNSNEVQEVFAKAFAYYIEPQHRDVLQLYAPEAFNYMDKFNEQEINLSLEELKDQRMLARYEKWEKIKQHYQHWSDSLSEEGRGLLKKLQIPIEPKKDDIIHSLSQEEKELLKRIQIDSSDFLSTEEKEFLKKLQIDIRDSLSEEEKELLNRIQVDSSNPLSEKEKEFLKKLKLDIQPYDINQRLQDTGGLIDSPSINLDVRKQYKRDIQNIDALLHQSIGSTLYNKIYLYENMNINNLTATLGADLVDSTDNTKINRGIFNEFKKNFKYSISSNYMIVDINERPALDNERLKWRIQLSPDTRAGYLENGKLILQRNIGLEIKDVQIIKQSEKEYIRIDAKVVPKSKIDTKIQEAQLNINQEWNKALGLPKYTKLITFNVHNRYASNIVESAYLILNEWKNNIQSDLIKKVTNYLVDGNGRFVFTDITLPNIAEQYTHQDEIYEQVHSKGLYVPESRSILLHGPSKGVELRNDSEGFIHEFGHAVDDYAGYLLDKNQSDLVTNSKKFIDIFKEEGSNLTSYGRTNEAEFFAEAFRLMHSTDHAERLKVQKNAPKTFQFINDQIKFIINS
# FadD28 binding: inhibitors of Mycobacterium tuberculosis FadD28 bisubstrate binding | inhibition, % at 12.5 µM | 360,000 tested, 0.22% active | FadD28 bisubstrate probe binding, fluorescence polarization; in the data active = inhibition above about 8.5%, passing the limit was not always enough; inconclusive = no clear call, values can overlap the other calls
# BoNT F protease: BoNT F light chain protease inhibition; Multiplex microsphere protease cleavage assay, flow cytometry; inhibition, % at 10 µM; 360,000 tested, 0.22% active; in the data active = inhibition above about 35%, passing the limit was not always enough; inconclusive = no clear call, values can overlap the other calls; note: plate controls were buffer without enzyme for full effect and enzyme alone for no effect
# GDH-TPI counter: GDH-TPI coupled enzyme inhibition counter-screen; 360,000 tested, 1.2% active; GDH-TPI coupled enzyme counterscreen, NADH absorbance; inhibition, % at 4.8 µM; in the data active = inhibition above about 30%;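 note: 0% = DMSO wells and 100% = wells lacking the enzyme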
# Mtb FBA inh: inhibits M. tuberculosis FBA enzyme; P9WQA3; purified M. tuberculosis FBA, fluorescence read-out; inhibition, % at 1 µM; 360,000 tested, 2.3% active; in the data active = inhibition above about 27%;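 note: 0% = vehicle and 100% = reference inhibitor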
# BoNT-A LC inh2: inhibitors of Botulinum neurotoxin A light chain protease; multiplex microsphere protease substrate cleavage, flow cytometry; inhibition, % at 10 µM; 360,000 tested, 0.17% active; AID 588499; note: plate controls were buffer without enzyme for full effect and enzyme alone for no effect
# PfHsp40 rescue: rescue of PfHsp40-mediated yeast toxicity. S. cerevisiae expressing PfHsp40, growth rescue, ATP luminescence. growth rescue, % at 12.5 µM. AID 504582. 340,000 tested, 0.68% active; in the data active = growth rescue above about 28%, passing the limit was not always enough; inconclusive = no clear call, values can overlap the other calls;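 note: yeast W303a lacking pdr1 and pdr3 grown in galactose medium; growth measured after three days at 30 °C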
# Starred values were filed as active, the others as inactive; ? = inconclusive; . = not tested or not shown. Cut-off read from the data, not from the text of the source, unless noted: active = inhibition above about 30%; inconclusive = no clear call, values can overlap the other calls; inactive = below that. Random draw from the library; any-hit rate near 4.7%.
SMILES,Mtb BioA inh,UGM FP inh,Anthrax LF prot,FadD28 binding,BoNT F protease,GDH-TPI counter,Mtb FBA inh,BoNT-A LC inh2,PfHsp40 rescue
CSc1ccc(CNc2nc3ccccc3n3cnnc23)cc1,.,3.2,-3.9,-4.2,-4.5,1.3,1.8,-0.7,-1.3
CSCCC(NC(=O)c1ccccc1Cl)C(=O)N1CCCCC1 (configuration not stated),-0.4,-2.4,.,-1.4,.,5.7,6.3,.,-1.8
COc1cc(/C=N/NC(=O)Cn2c([N+](=O)[O-])cnc2C)ccc1OC(=O)N(C)C,-0.3,-2.1,-1.5,-0.6,-9.8,6.5,1.4,-0.9,-0.1
COC(=O)c1ccc(CN2C(=O)NC3(CCCCC3C)C2=O)o1 (configuration not stated),-2.8,2.2,3.7,0.3,4.8,1.3,1.1,-0.3,-0.2
Fc1ccc(-c2csc(-c3cccnc3)n2)cc1F,.,-1.8,-2.2,0.2,-19.4,0.7,-0.6,-2.2,15.4
Cn1nc(C(F)(F)F)c(-c2ccc(Br)cc2)c1NC(=O)c1nccnc1C(=O)O,-0.3,0.6,-5.0,-4.6,?,-3.1,0.2,-2.1,-1.3
COc1cc2c(cc1NC(=S)Nc1cccc(C(F)(F)F)c1)oc1ccccc12,-0.5,1.5,-3.6,-4.0,0.9,11.0,64.4*,-1.6,5.4
CN(C)c1ccc(/C=N/NC(=O)Cn2nnc3ccccc32)cc1,.,-2.5,-0.4,-1.9,2.3,29.5,14.9,0.3,-1.7
O=C(CCCC(=O)OCC(=O)c1cccs1)Nc1ccc(F)cc1,.,2.5,-1.3,1.4,2.2,-2.0,-1.5,0.2,-0.7
CCN(CC)S(=O)(=O)c1ccc(NC(=O)CSc2nc3nc(C)cc(C)c3c(=O)[nH]2)cc1,-0.6,.,-1.1,-3.3,-9.8,1.4,3.7,0.5,0.7
Cc1cc(NC(=O)C2C3C(=O)N(CC4CCCO4)C(C(=O)NCc4ccccc4)C34C=CC2(C)O4)no1 (configuration not stated),.,3.3,-1.1,0.6,3.7,9.4,1.2,-0.4,0.7
Cc1ccccc1NC(=O)c1c(-c2ccccc2)noc1C,1.7,0.1,2.0,-1.0,2.7,-3.8,0.5,0.4,0.0
O=C(COc1ccccc1)NCc1nnc(SCC(=O)Nc2nccs2)n1-c1ccccc1,-0.9,-2.9,4.0,-3.8,-8.7,-8.7,-0.6,0.3,-0.9
CCC(C)Nc1nc(N)c([N+](=O)[O-])c(NCCO)n1 (configuration not stated),.,-1.8,4.3,-2.7,-8.3,24.9,1.3,-0.3,0.8
O=C(N/N=C/c1ccc(Br)s1)c1cccs1,-1.3,0.7,1.6,-4.9,-39.9,28.1,-2.0,-2.7,1.2
O=C(CNc1n[nH]c(=O)[nH]c1=O)N/N=C/C=C/c1ccccc1,-1.6,0.3,-4.0,.,-5.4,9.2,6.9,-0.7,-1.7
CC(C)(C)c1nnc(NC(=O)CS(=O)(=O)Cc2ccccc2)s1,.,0.1,-2.3,0.6,-13.3,4.3,-2.5,0.0,-1.5
CCn1c(SCc2ccc(C(=O)Nc3nccs3)cc2)nnc1-c1ccc(N)cc1,1.6,1.1,-0.3,-0.7,-6.2,5.6,-2.8,-0.8,-0.8
COc1ccc(C)cc1NC(=O)c1cc2ccccc2cc1OCC(=O)NCc1ccco1,-3.4,-4.1,1.0,-1.4,-9.9,9.7,0.9,-1.2,0.1
CCCCn1cc(SCC(=O)O)c2ccccc21,1.7,1.0,-6.1,-2.7,-0.5,1.5,4.5,1.7,-0.7
CC(C)CCOP(=O)(c1ccc(N(C)C)cc1)C(O)c1ccccn1 (configuration not stated),3.2,2.0,3.1,-1.5,0.5,9.7,-1.6,0.6,0.6
CCNC(=O)CSc1nc2ccccc2c(=O)n1OC,0.0,1.1,0.2,-3.4,-4.3,-8.2,-0.2,-0.3,0.3
Clc1nc(-c2n[nH]nc2Cl)n[nH]1,-3.7,3.7,0.0,-1.6,7.7,-8.0,1.1,-0.5,-0.4
CCn1nc(NC(C)=O)c2cc3ccc(C)cc3nc21,.,-1.7,-15.6,-3.6,-21.3,0.7,1.6,-4.5,-0.8
CC(=O)NC1CC2CCCC(C1)N2C(=O)Nc1cccc(Cl)c1 (configuration not stated),-1.1,.,12.1,-2.8,-5.7,-7.1,-2.6,-4.3,-0.3
O=C(CNC(=O)C1(c2ccccc2)CC1)Nc1ccc(F)c(F)c1,-0.8,-1.4,1.3,-0.1,3.2,1.8,-2.1,4.3,-0.3
Cc1ccc(C)c(C(=O)CN2C(=O)CCC2=O)c1,0.9,-1.5,-3.2,0.8,-15.6,-2.5,8.0,0.1,-1.5
Cc1c(-n2c(SCC(C)C)nc3ccccc3c2=O)c(=O)n(-c2ccccc2)n1C,-0.1,0.1,-2.5,-0.7,-4.2,3.8,-4.2,0.4,0.8
CNC(=O)C[C@H]1C(=O)N(CCc2ccccc2)C[C@@H]1c1ccc(OC)cc1,0.2,.,-3.7,0.7,0.0,6.6,1.7,-0.2,.
CCOC(=O)C1=C(C)NC(=O)NC1,0.3,-0.9,-5.0,-0.6,-23.9,1.9,2.2,-1.1,-0.4
CC(C)(C)OC(=O)CC[C@@H](C(=O)NCCCCCCCCCCC(=O)N1CCN(C(=O)OC(C)(C)C)CC1)n1cc(CCCCCNC(=O)OC(C)(C)C)nn1,-1.1,1.0,-1.4,-1.4,6.1,7.2,7.2,0.3,1.2
CC(NC(=O)CSc1ncccn1)c1ccccc1 (configuration not stated),.,0.2,4.3,-0.9,-10.9,5.3,1.0,-1.6,1.8
CCc1ccc(NC(=O)CC2C(=O)N(c3ccc(C)cc3)C(=O)N2C2CC2)cc1 (configuration not stated),.,1.6,-4.6,-0.2,-0.4,-9.1,4.4,-0.5,0.6
COc1ccc(/C=C(/CC(=O)NCc2ccc(Cl)cc2)c2nc3ccccc3s2)cc1,0.0,-2.3,-2.2,0.5,4.4,7.0,1.6,-1.4,1.4
CC(NC(=O)C1CCC(CNS(=O)(=O)c2ccccc2)CC1)c1ccccc1 (configuration not stated),-0.6,-1.7,-19.2,.,?,-0.6,0.8,-4.4,-0.4
COc1cc(/C=C2/NC(=O)N(Cc3ccccc3F)C2=O)cc(OC)c1OC,.,-1.0,4.2,-0.7,-5.8,16.7,3.1,-1.5,-0.4
CC1(C)CC(=O)C2=C(C1)Nc1ccccc1NC2c1cc(Cl)ccc1O (configuration not stated),0.2,-1.1,-3.1,0.8,7.8,16.1,-0.3,-2.5,-1.0
Cc1cc2oc(=O)cc(CN3CCCCC3)c2cc1O,-0.2,0.8,-1.2,-2.4,9.1,11.4,-1.1,-0.8,-0.2
CCC(C)(C(=O)NC1CCCC1)N(C(C)=O)c1ccc(C)cc1 (configuration not stated),0.1,3.2,-3.6,0.8,6.7,16.4,-1.4,-0.3,-0.7
Cc1ccc2cc(CN(CC3CCCO3)C(=O)C(C)C)c(=O)[nH]c2c1 (configuration not stated),1.8,0.7,-1.4,-3.4,-3.4,2.9,3.3,-0.8,0.6
COc1ccc(S(=O)(=O)CCC(=O)NC2CCCCC2)cc1,-0.4,-2.5,6.3,-3.1,-15.9,6.3,0.8,0.0,-1.9
CCc1nnc(SCc2cn3c(C)cc(C)nc3n2)n1N,-1.5,-5.0,-1.9,-0.8,-3.5,-5.3,38.8*,0.1,0.4
CCN(CC)C(=O)c1nc[nH]c1C(=O)O[C@@H](C)c1ccccc1,-0.2,1.3,0.0,-0.3,-6.3,10.0,4.9,-1.2,-1.0
CCOc1ccc(/C=C/C(=O)Nc2ccc(C(N)=O)cc2)cc1OC,.,-1.7,-1.8,-0.7,-8.6,50.9*,5.0,-0.9,-0.7
O=S(=O)(c1ccc(F)cc1)N1CCN(CC(O)COCc2ccccc2)CC1 (configuration not stated),-0.6,.,-1.5,-0.3,-7.3,0.3,3.2,-3.0,0.1
COCC(=O)Nc1ccccc1C(=O)NC(C)C,.,3.4,-3.5,1.4,3.3,4.3,2.2,0.0,0.0
CC(C)C1C(=O)N(Cc2cn(Cc3ccco3)nn2)CCS(=O)(=O)N1Cc1ccc(-c2ccncc2)cc1 (configuration not stated),-1.4,.,-2.6,-0.5,3.6,10.3,-1.4,-0.1,.
CC(O)CN1C(=O)C(CC(=O)Nc2ccc(Cl)cc2)SC1=Nc1ccccc1 (configuration not stated),9.6,3.2,-7.0,-1.7,?,12.7,2.1,1.4,-0.2
COc1ccccc1C(=O)Nc1ccc(S(=O)(=O)Nc2cc(C)on2)cc1,-0.3,-4.4,.,-1.5,.,-4.2,1.7,.,0.1
COc1cc(OC)cc(-c2c(C#Cc3ccsc3)c3cc(-c4ccc(OC)nc4)ccc3n2C)c1,-0.9,1.4,-2.3,-1.0,10.9,44.2*,18.4,1.0,-0.5
c1ccc2[nH]c(CN3CCCCCC3)nc2c1,-2.8,-1.0,0.2,-3.8,-1.7,-1.9,-0.6,1.3,-0.9
COc1cc(C(=O)OCC(=O)c2ccc(S(=O)(=O)N3CCCCC3)cc2)cc(OC)c1OC,-0.6,1.1,0.8,-3.0,-5.4,-1.3,2.3,0.0,0.2
O=C1NC2c3ccccc3CC2O1 (configuration not stated),-1.9,-1.0,2.9,-2.5,1.6,-1.7,-3.7,-0.2,-0.1
Cc1cccc(N2C(=O)/C(=C/c3cccnc3)SC2=S)c1,-1.1,-0.3,10.5,-1.7,8.5,13.0,3.0,-0.5,-0.4
COC(=O)c1cccc(NC(=O)CCNC(=O)c2ccco2)c1,-2.9,-1.7,-2.4,-2.1,-5.3,4.7,-3.0,-2.6,0.2
CCOC(=O)Cn1c(C)[n+](CC(=O)c2ccccc2)c2ccccc21,13.5,1.1,-6.3,-2.3,?,11.6,-2.4,1.1,-1.8

# Compounds listed so far that contain an aryl thioether with sulfur outside any ring (nine):
SMILES,Mtb BioA inh,UGM FP inh,Anthrax LF prot,FadD28 binding,BoNT F protease,GDH-TPI counter,Mtb FBA inh,BoNT-A LC inh2,PfHsp40 rescue
CSc1ccc(CNc2nc3ccccc3n3cnnc23)cc1,.,3.2,-3.9,-4.2,-4.5,1.3,1.8,-0.7,-1.3
CCN(CC)S(=O)(=O)c1ccc(NC(=O)CSc2nc3nc(C)cc(C)c3c(=O)[nH]2)cc1,-0.6,.,-1.1,-3.3,-9.8,1.4,3.7,0.5,0.7
O=C(COc1ccccc1)NCc1nnc(SCC(=O)Nc2nccs2)n1-c1ccccc1,-0.9,-2.9,4.0,-3.8,-8.7,-8.7,-0.6,0.3,-0.9
CCn1c(SCc2ccc(C(=O)Nc3nccs3)cc2)nnc1-c1ccc(N)cc1,1.6,1.1,-0.3,-0.7,-6.2,5.6,-2.8,-0.8,-0.8
CCCCn1cc(SCC(=O)O)c2ccccc21,1.7,1.0,-6.1,-2.7,-0.5,1.5,4.5,1.7,-0.7
CCNC(=O)CSc1nc2ccccc2c(=O)n1OC,0.0,1.1,0.2,-3.4,-4.3,-8.2,-0.2,-0.3,0.3
Cc1c(-n2c(SCC(C)C)nc3ccccc3c2=O)c(=O)n(-c2ccccc2)n1C,-0.1,0.1,-2.5,-0.7,-4.2,3.8,-4.2,0.4,0.8
CC(NC(=O)CSc1ncccn1)c1ccccc1 (configuration not stated),.,0.2,4.3,-0.9,-10.9,5.3,1.0,-1.6,1.8
CCc1nnc(SCc2cn3c(C)cc(C)nc3n2)n1N,-1.5,-5.0,-1.9,-0.8,-3.5,-5.3,38.8*,0.1,0.4

# Source: PubChem
